High-throughput results from PubChem.
TbPYK inhibitor: T. brucei pyruvate kinase inhibition | Q57TT1 | TbPYK enzyme, Kinase-Glo Plus ATP luminescence, 45 min | Potency, µM (top dose mostly 76.8 µM), for the others: top-dose activity, negative = inhibition, most hits filed as inhibitors | 410,000 tested, 0.12% active | AID 624173; further: potency means the concentration at half of the fitted maximal effect; nearly all actives have a fitted effect of over 50% in size
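ADP (130 uM final) triggers the TbPYK reaction after compound addition; incubation is 45 min at room temperature. Kinase-Glo Plus is then added and luminescence imaged. Normalized data are fitted to concentration-effect curves.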
AmpC inh no detg: inhibitors of E. coli AmpC beta-lactamase without detergent | P00811 | AmpC nitrocefin hydrolysis, absorbance 480 nm, 0.0001% Triton | Potency, µM (doses to about 57.1 µM), for inactives: top-dose activity change, negative = inhibition, actives largely listed as inhibitors | 330,000 tested, 0.52% active | AID 485341;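 further: potency means the concentration at half of the fitted maximal effect; plate controls were no compound for no effect and no enzyme for full effect; nearly all actives have a fitted effect of over 20% in size; some results filed as inactive show a strong effect at the top dose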
Target sequence (P00811 whole entry, looked up): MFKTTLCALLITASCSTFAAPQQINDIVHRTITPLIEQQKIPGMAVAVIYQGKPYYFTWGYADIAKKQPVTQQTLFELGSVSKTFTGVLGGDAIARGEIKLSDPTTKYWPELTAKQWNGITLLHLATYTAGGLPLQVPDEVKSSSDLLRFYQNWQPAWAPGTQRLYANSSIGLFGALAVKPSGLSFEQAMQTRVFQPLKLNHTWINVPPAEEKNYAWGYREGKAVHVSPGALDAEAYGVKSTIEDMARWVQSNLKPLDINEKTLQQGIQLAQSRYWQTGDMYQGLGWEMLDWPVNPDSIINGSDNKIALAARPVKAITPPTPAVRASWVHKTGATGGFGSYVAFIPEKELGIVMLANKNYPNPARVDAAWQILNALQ
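AmpC (5.3 nM in the dispensed reagent) in 20 mM phosphate pH 7.0 with 0.01% (detergent screen) or 0.0001% Triton X-100 was preincubated with compounds for 15 min at room temperature. Nitrocefin was then added from an 800 uM solution, and hydrolysis was followed at 480 nm.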
AMA1 RON2 block: disrupts binding of P. falciparum AMA1 to RON2; AlphaScreen AMA1-biotinylated RON2 peptide binding; Potency, µM (series often up to 58.2 µM), inactives show top-dose activity change, negative = inhibition, usual class: inhibitors; 360,000 tested, 0.2% active;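 further: potency means the concentration at half of the fitted maximal effect; 0% = vehicle wells and -100% = peptide control; nearly all actives have a fitted effect of over 45% in size; some results filed as inactive show a strong effect at the top dose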
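AMA1 (3D7) with his tag at 25 nM final met compounds first, then biotinylated RON2 peptide at 25 nM; detection used donor plus acceptor beads, 10 µg/mL apiece, read by AlphaScreen after 30 min at room temperature.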
Sm TGR block: S. mansoni TGR enzyme inhibition; 360,000 tested, 3% active; AID 485364; Potency, µM (top dose mostly 114 µM), for inactives: at the top dose activity change, negative = inhibition, most hits filed as inhibitors; purified TGR, DTNB reduction, TNB absorbance 405 nm; Q962Y6; further: potency means the concentration at half of the fitted maximal effect; nearly all actives have a fitted effect of over 60% in size
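TGR 20 nM + NADPH 100 uM (dispensed conc.), cpd preinc 15 min RT; start with NADPH (500 uM addition) then DTNB (15 mM addition). Kinetic TNB absorbance, 405 nm filter. Four-parameter Hill fit across titration.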
AmpC inh detg: inhibitors of E. coli AmpC beta-lactamase with detergent; P00811; AmpC hydrolysis of nitrocefin, absorbance 480 nm, 0.01% Triton; Potency, µM (series often up to 114 µM), without a hit: at the top dose activity change, negative = inhibition, usual class: inhibitors; 370,000 tested, 0.041% active; AID 485294;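 further: potency means the concentration at half of the fitted maximal effect; 0% = no-compound wells and -100% = no-enzyme wells; nearly all actives have a fitted effect of over 25% in size; some results filed as inactive show a strong effect at the top dose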
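20 mM phosphate pH 7.0 + 0.01% (detergent screen) or 0.0001% Triton X-100; 5.3 nM AmpC reagent; cpd preinc 15 min RT; nitrocefin (800 uM stock) to start; A480 q20 s × 4 min; Activity was normalised to no-enzyme and no-compound control wells.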
HCMV inh: inhibitors of human cytomegalovirus. HFF cells, HCMV-luciferase reporter, 72 h; stronger effect = lower value. activity change, negative = inhibition, % at 57.5 µM. 410,000 tested, 4.5% active. AID 1259415; in the data active means activity change below about -60%; inconclusive means no clear call, values can overlap the other calls; inactive means above about -39%
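After 16 h attachment at 37C, HFF cells received test compound and HCMV-luciferase (1 PFU/cell); reporter luminescence read 72 h later, data normalized against buffer-only and known inhibitor Salinomycin.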
LmPK inh: LmPK (Leishmania mexicana) enzyme inhibition; Q27686; purified LmPK, Kinase-Glo ATP luminescence, 1 h; Potency, µM (top dose mostly 57.5 µM), for inactives: at the highest dose activity change, negative = inhibition, usual class: inhibitors; 290,000 tested, 0.37% active; AID 1721; further: potency means the concentration at half of the fitted maximal effect
Target sequence (Q27686 whole entry, looked up): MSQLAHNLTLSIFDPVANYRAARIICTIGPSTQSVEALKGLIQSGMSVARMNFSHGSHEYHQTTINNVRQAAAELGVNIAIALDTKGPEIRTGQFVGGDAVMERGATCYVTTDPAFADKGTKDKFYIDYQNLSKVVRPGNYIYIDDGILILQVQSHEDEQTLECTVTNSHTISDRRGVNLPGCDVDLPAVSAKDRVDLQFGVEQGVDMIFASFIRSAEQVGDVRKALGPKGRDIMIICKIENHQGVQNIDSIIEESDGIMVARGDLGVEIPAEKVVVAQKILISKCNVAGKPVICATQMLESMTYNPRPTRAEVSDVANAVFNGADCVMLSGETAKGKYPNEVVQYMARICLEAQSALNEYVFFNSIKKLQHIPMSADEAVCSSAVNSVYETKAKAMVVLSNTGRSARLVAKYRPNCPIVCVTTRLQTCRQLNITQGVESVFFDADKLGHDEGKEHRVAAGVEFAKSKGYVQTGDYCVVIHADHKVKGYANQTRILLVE
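qHTS format; LmPK 0.1 nM; substrates PEP 0.5 mM and ADP 0.1 mM. One-hour room-temperature incubation, then coupled luciferase luminescence; 0.5 nM enzyme wells mark activation.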
Active calls of the source: *; ? = inconclusive; nt = no result given; [ ] = dose if it differs, or a comment. Unless noted, the call rests on the fitted dose curve; in most records, active means well fitted curve in the direction sought with a large enough effect; inconclusive means small, poorly fitted or top-dose-only effect, or another doubt; inactive means no such curve, though single readings can be large; an effect the other way counts as inactive or inconclusive. Unless noted, on the % scale 0 is the no-effect control and ±100 the full control effect.

Abbreviations – A = TbPYK inhibitor; B = AmpC inh no detg; C = AMA1 RON2 block; D = Sm TGR block; E = AmpC inh detg; F = HCMV inh; G = LmPK inh
Structure: Fc1cccc(Cc2noc(CN3CCOCC3)n2)c1
  A: 5%; B: -21%; C: -6%; D: -10%; E: 3%; F: ?; G: 4%
Structure: COCc1cc(C)nc(SCC(=O)Nc2cc(C(F)(F)F)ccc2N2CCOCC2)c1C#N
  A: 0%; B: 13%; C: 9%; D: ?; E: 4%; F: 50; G: -4%
Structure: C[C@H]1CN([C@@H](C)CO)C(=O)CCCn2nncc2CO[C@H]1CN(C)C(=O)c1ccc(N2CCN(C)CC2)cc1
  A: 5%; B: nt; C: 4%; D: nt; E: nt; F: -18; G: nt
Structure: C=CCCC[C@@H]1OC(=O)CNC(=O)C([C@@H](C)CC)NC(=O)[C@@H]2CCCN2C(=O)C([C@@H](C)CC)OC(=O)[C@H](Cc2ccccc2)N(C)C(=O)[C@H](C(C)C)NC(=O)C1(C)C (stereo not given in full)
  A: 8%; B: nt; C: 0%; D: nt; E: nt; F: -73*; G: nt
Structure: COc1ccccc1C(=O)NNC(=O)C(=O)NC1CCCCC1
  A: 2%; B: 41%; C: 123%[activator]; D: 5%; E: -10%; F: 10; G: 2%
Structure: CCOc1ccccc1/C=C(/NC(=O)c1ccccc1)C(=O)NC(C)c1ccccc1 (stereo not given)
  A: 4%; B: -17%; C: -1%; D: 2%; E: 5%; F: -30; G: -2%
Structure: COc1ccc(N2CCN(C(=O)c3cc4c(=O)n(Cc5ccco5)ccc4nc3C)CC2)cc1
  A: -3%; B: nt; C: nt; D: -20%; E: 2%; F: -37; G: nt
Structure: O=C(CSc1ncn[nH]1)N1CCN(S(=O)(=O)c2ccc(Cl)cc2)CC1
  A: 0%; B: -4%; C: -6%; D: -4%; E: 0%; F: 2; G: 11%
Structure: Brc1cnc(OCc2ccccc2)nc1OCc1ccccc1
  A: 4%; B: nt; C: 21%; D: nt; E: nt; F: -6; G: nt
Structure: COCC(=O)NCc1nc2cccnc2n1Cc1ccc(F)cc1
  A: -3%; B: nt; C: nt; D: 0%; E: 4%; F: 5; G: nt
Structure: COc1ccc(C(C)(C)C)cc1NC(=O)CNc1cccc2ccccc12
  A: -3%; B: -35%; C: ?; D: 10%; E: -12%; F: 16; G: -1%
Structure: CC[C@]12C(=O)N(C)C[C@H]([C@@H]3C(=O)N(C)C(=O)[C@@H]31)N2C(=O)c1ccc(Cl)cc1
  A: 0%; B: nt; C: -13%; D: nt; E: nt; F: -13; G: nt
Structure: C=CCNC(=S)/C(=C(\[O-])c1ccc(Cl)cc1)[n+]1ccccc1
  A: -11%; B: 5%; C: 27%; D: ?; E: -5%; F: -9; G: 2%
Structure: CCCCCCCNC(=O)C1(CC2CC(c3ccc(Cl)cc3)=NO2)CCNCC1 (stereo not given)
  A: -9%; B: 151%[activator]; C: -2%; D: 40µM*; E: -1%; F: -100*; G: 4%
Structure: CCN(CC)P(=O)(Nc1ccc(SC(F)F)cc1)c1ccc(N(C)C)cc1NC(=O)c1ccco1 (stereo not given)
  A: -1%; B: 31%; C: -25%; D: 5%; E: 2%; F: 60; G: 0%
Structure: COc1ccc(-c2cc(-c3ccc(O)cc3)nc(N)c2C#N)cc1OC
  A: -8%; B: -6%; C: 12%; D: -31%; E: 2%; F: 0; G: -4%
Structure: c1coc(CNCCc2c[nH]c3ccccc23)c1
  A: -4%; B: -18%; C: 0%; D: ?; E: 0%; F: -29; G: 1%
Structure: CC(O)(c1cccc(F)c1)c1nc(-c2cccc(C(F)(F)F)c2)cs1 (stereo not given)
  A: 3%; B: nt; C: 4%; D: nt; E: nt; F: 6; G: nt
Structure: CCOc1cc(C2C3=C(CC(C)(C)CC3=O)Nc3n[nH]c(C)c32)ccc1O (stereo not given)
  A: -1%; B: -3%; C: 2%; D: -15%; E: 10%; F: -13; G: -6%
Structure: CN(C)CC(C)(C)NS(=O)(=O)c1ccc(Cl)cc1
  A: 3%; B: -14%; C: -1%; D: -4%; E: ?; F: -30; G: -5%
Structure: CC(C)CNC(=O)c1ccccc1Oc1ccccc1
  A: 3%; B: -21%; C: 2%; D: 8%; E: -15%; F: -36; G: 0%
Structure: Cc1cc(C)c(OCCN2CCOCC2)c(Cl)c1
  A: 3%; B: 59%; C: 7%; D: 7%; E: ?; F: 16; G: 2%
Structure: COc1cc(OC)cc(C(=O)NCCCN2CCN(CCCNC(=O)c3cc(OC)cc(OC)c3)CC2)c1
  A: -3%; B: 109%[activator]; C: 8%; D: -8%; E: -12%; F: 43; G: 0%
Structure: Cc1nn2cnnc2c(C)c1Cc1ccc(Cl)cc1
  A: 1%; B: 1%; C: -11%; D: 0%; E: 1%; F: 3; G: 0%
Structure: C[C@]12CCC(O)CC1=CCC1C2CC[C@]2(C)/C(=N\NC(N)=S)CCC12 (stereo not given in full)
  A: 2%; B: -26%; C: 26%; D: -18%; E: -5%; F: 72; G: 1%

(continued)
Values run as follows: TbPYK inhibitor | AmpC inh no detg | AMA1 RON2 block | Sm TGR block | AmpC inh detg | HCMV inh | LmPK inh
CCCCCCn1c(SCCCC)nc2c1c(=O)[nH]c(=O)n2C
 : 9% | -9% | -2% | -13% | 0% | 85 | 0%
COc1ccc(N2CCN(C(=O)c3cc4c(s3)-c3c(C)cccc3OC4)CC2)cc1
 : 2% | nt | nt | 2% | 1% | 15 | nt
Cc1cc(C)c(NC(=O)c2ccc(CN3CCc4ccccc4C3)cc2)c(C)c1
 : 5% | -16% | -3% | -14% | 0% | -34 | 5%
CC(NC(=S)NC(=O)c1ccccc1)c1ccccc1 (stereo not given)
 : -6% | nt | -6% | nt | nt | 7 | nt

An excerpt from above, limited to AmpC inh detg, AmpC inh no detg and AMA1 RON2 block:
molecule | AmpC inh detg | AmpC inh no detg | AMA1 RON2 block
O=C(CSc1ncn[nH]1)N1CCN(S(=O)(=O)c2ccc(Cl)cc2)CC1 | 0% | -4% | -6%
Brc1cnc(OCc2ccccc2)nc1OCc1ccccc1 | nt | nt | 21%
COCC(=O)NCc1nc2cccnc2n1Cc1ccc(F)cc1 | 4% | nt | nt
COc1ccc(C(C)(C)C)cc1NC(=O)CNc1cccc2ccccc12 | -12% | -35% | ?
CC[C@]12C(=O)N(C)C[C@H]([C@@H]3C(=O)N(C)C(=O)[C@@H]31)N2C(=O)c1ccc(Cl)cc1 | nt | nt | -13%

6 structures out of the list, arranged by molar mass, largest number first:
Values run as follows: TbPYK inhibitor | AmpC inh no detg | AMA1 RON2 block | Sm TGR block | AmpC inh detg | HCMV inh | LmPK inh
COc1cc(OC)cc(C(=O)NCCCN2CCN(CCCNC(=O)c3cc(OC)cc(OC)c3)CC2)c1
 : -3% | 109%[activator] | 8% | -8% | -12% | 43 | 0%
Cc1cc(C)c(NC(=O)c2ccc(CN3CCc4ccccc4C3)cc2)c(C)c1
 : 5% | -16% | -3% | -14% | 0% | -34 | 5%
C[C@]12CCC(O)CC1=CCC1C2CC[C@]2(C)/C(=N\NC(N)=S)CCC12 (stereo not given in full)
 : 2% | -26% | 26% | -18% | -5% | 72 | 1%
CCCCCCn1c(SCCCC)nc2c1c(=O)[nH]c(=O)n2C
 : 9% | -9% | -2% | -13% | 0% | 85 | 0%
CC(NC(=S)NC(=O)c1ccccc1)c1ccccc1 (stereo not given)
 : -6% | nt | -6% | nt | nt | 7 | nt
Cc1nn2cnnc2c(C)c1Cc1ccc(Cl)cc1
 : 1% | 1% | -11% | 0% | 1% | 3 | 0%

Hits appear at their usual frequency. Share with any hit: about 7.4%.
